Screening data from PubChem BioAssay.
MPTP block: inhibitors of mitochondrial permeability transition pore; inhibition, % at 10 µM; actives 1.4% (n = 360,000); isolated mouse mitochondria, Ca2+ swelling absorbance, 30 min; AID 602449;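 active = inhibition of 50% or more, scaled per plate between neutral and stimulator controls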;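 note: 0% = DMSO wells given calcium and 100% = 1 mM EGTA wells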
PfG6PD inh: PfG6PD (Plasmodium falciparum) enzyme inhibition; PfGluPho enzyme, NADPH resazurin-diaphorase fluorescence; inhibition, % at 20 µM; actives 0.78% (n = 350,000); AID 504690;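 active = inhibition reaching at least a set limit at 20 µM in the primary screen, cut at about 59% in these data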;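 note: 0% = DMSO wells with substrate and 100% = DMSO wells lacking glucose-6-phosphate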
SENP6 inh: inhibitors of human SENP6 protease. actives 1.8% (n = 330,000). inhibition, % at 10 µM. Recombinant SENP6 catalytic domain, aminoluciferin luminescence. Q9GZR1;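 active = inhibition above about 50% at the single tested dose, limit read from the data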;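 note: plate controls were DMSO wells with enzyme for no effect and DMSO wells lacking enzyme for full effect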
GRIN3A LBD mod: NR3A (human) ligand-binding domain modulation. NR3A LBD differential scanning fluorimetry, Tm shift; 0% = protein alone, 100% = glycine-bound protein. Tm shift relative to glycine control, % at 25 µM. actives 2.5% (n = 340,000). AID 1259313;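 active = melting temperature shift of at least 10% of the positive control shift, at one fixed dose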
ATG4B inh: inhibitors of human ATG4B cysteine protease; ATG4B cleavage of LC3-PLA2, NBD-HPC fluorescence, 1 h; inhibition, % at 8.33 µM; actives 0.51% (n = 340,000); in the data active = inhibition above about 40%
Target sequence (Q9Y4P1 whole entry, looked up): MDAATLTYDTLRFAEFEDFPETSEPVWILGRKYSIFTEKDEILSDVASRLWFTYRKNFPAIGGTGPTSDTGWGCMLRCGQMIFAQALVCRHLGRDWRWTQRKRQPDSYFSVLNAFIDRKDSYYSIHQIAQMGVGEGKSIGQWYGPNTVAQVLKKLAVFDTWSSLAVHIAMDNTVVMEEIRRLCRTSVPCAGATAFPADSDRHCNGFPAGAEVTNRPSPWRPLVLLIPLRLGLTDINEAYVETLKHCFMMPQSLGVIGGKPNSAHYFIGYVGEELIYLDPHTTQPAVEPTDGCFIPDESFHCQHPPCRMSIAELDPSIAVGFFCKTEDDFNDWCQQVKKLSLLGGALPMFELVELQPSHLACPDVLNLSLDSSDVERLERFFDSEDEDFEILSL
HKDC1 inhibitor: blocks human hexokinase HKDC1 activity; Q2TB90; recombinant HKDC1, G6PDH/diaphorase resazurin coupled fluorescence; inhibition, % at 20 µM; actives 0.16% (n = 340,000);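 active = inhibition above about 35% when tested at 20 µM, limit read from the data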;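 note: plate controls were DMSO wells with enzyme for no effect and DMSO wells lacking enzyme for full effect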
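Assay system – recombinant HKDC1 (HK5) hexokinase enzyme, produced in-house · Input – HKDC1 at 5 µg/mL · Reagent – glucose plus 1 mM ATP as hexokinase substrates · Timing – 90 min reaction incubation at room temperature, dark · Measured by – G6PDH/diaphorase-coupled fluorescence, 1 mM NADP, 100 µM resazurin, 525/613 nm · Benchmarks – DMSO-enzyme wells negative, buffer-substituted wells positive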
SENP7 block: blocks the human protease SENP7 | actives 1.5% (n = 330,000) | recombinant SENP7, Z-RLRGG-aminoluciferin luminescence, 40 min | Q9BQF6 | inhibition, % at 5 µM;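 active = inhibition above about 50% at the single test dose, limit read from the data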;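 note: plate controls were DMSO with enzyme for no effect and no enzyme buffer wells for full effect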
Target sequence (Q9BQF6 706-1050 limits assumed): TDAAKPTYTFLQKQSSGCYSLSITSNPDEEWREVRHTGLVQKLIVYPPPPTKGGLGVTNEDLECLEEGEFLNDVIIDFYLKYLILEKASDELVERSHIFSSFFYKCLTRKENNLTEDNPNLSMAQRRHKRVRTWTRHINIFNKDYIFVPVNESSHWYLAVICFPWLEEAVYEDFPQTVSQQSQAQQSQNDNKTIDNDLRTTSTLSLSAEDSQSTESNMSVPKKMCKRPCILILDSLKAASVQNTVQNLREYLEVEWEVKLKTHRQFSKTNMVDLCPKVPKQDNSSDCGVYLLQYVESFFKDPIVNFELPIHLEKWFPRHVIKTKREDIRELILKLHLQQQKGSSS
SENP8 inh: SENP8 (human) protease inhibition | recombinant SENP8, Nedd8 substrate fluorescence | inhibition, % at 20 µM | actives 0.64% (n = 360,000) | AID 602440; in the data active = inhibition mostly above about 40%, no sharp cut-off; inactive = mostly below about 27%
Target sequence (Q96LD8 whole entry, looked up): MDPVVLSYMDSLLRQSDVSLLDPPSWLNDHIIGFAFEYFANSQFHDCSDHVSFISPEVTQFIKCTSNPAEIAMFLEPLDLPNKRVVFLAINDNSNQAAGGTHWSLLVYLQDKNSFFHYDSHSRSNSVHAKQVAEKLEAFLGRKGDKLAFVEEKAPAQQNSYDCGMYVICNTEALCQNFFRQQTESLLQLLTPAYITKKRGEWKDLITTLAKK
Numbers without * were called inactive; / = not tested or not shown.

SMILES	MPTP block	PfG6PD inh	SENP6 inh	GRIN3A LBD mod	ATG4B inh	HKDC1 inhibitor	SENP7 block	SENP8 inh
CCOC(=O)C(Cc1ccccc1)NC(=O)CCc1nnc2ccc(N3CCOCC3)nn12 (stereo unspecified)	0.1	-6	-15	-1	0	-5	16	-2
CC(C)C(NC(=O)c1ccco1)C(=O)OCC(=O)c1ccccc1 (stereo unspecified)	-0.9	2	-4	1	-10	-5	-1	14
C=CCNc1nc(Nc2cc(Cl)ccc2OC)nc(OC)n1	1.3	-4	9	1	-1	-4	8	9
CCn1nnc2cc(C(=O)O)ccc21	0.8	15	-32	0	1	-5	5	17
COc1ccc(-n2ncc3c2CC(C)(C)CC3NC(=O)CCC2=NNC(=O)CC2)cc1 (stereo unspecified)	1.4	-14	5	0	14	3	6	3
CCOC(=O)c1nnn(-c2nonc2N)c1-c1cccs1	0.0	33	-4	-2	-5	-6	3	17
CCC(C)(C(=O)NC1CCCCC1)N(C(=O)CC1NC(=O)NC1=O)c1c(C)n(C)n(-c2ccccc2)c1=O (stereo unspecified)	-2.5	14	-11	1	-7	-6	1	12
COc1ccc(/C=C(\C#N)C(=O)c2cccn2C)cc1	3.1	-6	79*	3	-3	6	78*	18
Cc1ccc2c(c1)N(C(=O)CCC(=O)NCC(C)c1ccccc1)CC(C)O2 (stereo unspecified)	-2.2	8	-18	-1	6	-5	-2	4
CCCCn1c(CCC(=O)O)ccc1-c1cccs1	1.4	-23	0	1	6	2	-3	-392
O=C(CCNC(=O)Cn1ccc2ccccc2c1=O)NCCCN1CCN(c2ccc(F)cc2)CC1	1.5	1	-15	1	-10	-4	0	-15
COC(CNC(=O)Cn1nc(Cc2ccncc2)c2ccccc2c1=O)OC	0.4	-10	-5	0	3	-1	-4	23
O=C(CCNC(=O)c1ccc(Cl)cc1)Nc1ncccc1O	-1.7	-4	1	-1	5	4	-2	2
C[C@H]1CCC[C@]2(O[C@H](CCO)C[C@H](O)[C@H]2O)O1	-0.2	2	-2	1	-4	-3	-1	4
N#C/C(=C\c1c(F)cccc1Cl)c1nn(-c2ccccc2)c(-n2cccc2)c1C#N	0.7	20	-20	1	0	2	-9	11
COc1ccccc1CC(NC(C)=O)C(=O)N1CCN(C(=O)c2cccs2)CC1 (stereo unspecified)	3.6	-13	-6	1	0	-1	2	27
CCS(=O)(=O)N1CCN(S(=O)(=O)c2ccc3ccccc3c2)CC1	-1.8	-21	11	1	-1	2	9	10
COc1ccc(C(=O)NC(C)c2csc(C)n2)cc1OC1CCN(C(C)=O)CC1 (stereo unspecified)	0.7	-3	-6	-2	-2	-1	0	2
CC(=O)Nc1ccc(NC(=O)[C@@H](NC(=O)c2ccccc2F)C(C)C)cc1	1.4	-10	-2	-8	1	-4	8	19
Cc1sc2nc(CN3CCOCC3)[nH]c(=S)c2c1C	2.2	41	-11	0	-4	-8	-10	6
COc1ccc(OC)c(NC(=O)CSc2nnc(Cc3cccn3C)n2-c2ccc(F)cc2)c1	-1.6	11	-4	0	0	-3	9	11
Cc1cc(C)nc(NS(=O)(=O)c2ccc(NC(=O)CSc3nc(-c4ccccc4)c(C#N)c(=O)[nH]3)cc2)n1	-0.6	-28	9	-1	7	-6	1	-33
O=C(OCC(=O)N1CCN(C(=O)c2ccco2)CC1)c1sc2ccccc2c1Cl	-0.4	6	-9	-2	-36	11	-4	5
COc1cccc(OCc2cc(C(=O)NCc3cnc4ccccn34)no2)c1	4.7	0	-17	0	-3	-4	-2	-2
CC(C)c1c(C(=O)N/N=C/c2ccco2)nnn1-c1nonc1N	-2.2	11	9	-15	-6	-3	6	-1
COc1ccc(CCC(=O)N2CCN(S(=O)(=O)c3cccc(C(F)(F)F)c3)CC2)cc1OC	-0.7	-13	-6	0	-10	-4	-6	22
COc1ccc(C(=O)NC2CC2)cc1OC1CCN(C/C=C/c2ccccc2)CC1	-2.3	-8	8	-2	1	-6	8	0
COc1ccc(C(=O)N2CCN(c3cccc(Cl)c3)CC2)cc1	-0.1	6	-9	1	-2	-2	-4	7
CC1CCN(CCNC(=O)CCS(=O)(=O)c2ccc(Br)cc2)CC1	-0.2	10	-17	-5	-1	-8	0	20
COc1cc(NC(=O)c2cccc([N+](=O)[O-])c2)ccc1NC(=O)c1cc2ccccc2o1	-1.2	-4	-2	-2	-2	-2	-1	12
C=CCn1c(NC(=O)c2ccc(C)cc2)nc2ccccc21	0.5	-10	-20	2	8	-6	4	-48
O=C(COC(=O)C1=Cc2ccccc2OC1)NCc1ccco1	-2.3	-15	3	-1	3	9	-3	-52
C=CCN1CN(CCc2ccccc2)CNC1=S	-1.7	-5	-3	0	0	-5	-8	16
COc1ccc2oc(=O)c(C(=O)n3ccc(C)n3)cc2c1	-2.7	12	0	0	-3	-5	3	-269
O=C(CSc1nc(=O)n(CCCN2CCOCC2)c2c1CCC2)Nc1ccccc1F	-0.7	-19	-7	2	0	-9	-12	9
Nc1nc2c(ncn2C2C[C@H](O)[C@@H](CO)O2)c(=O)[nH]1 (stereo partly specified)	-0.9	2	3	3	1	-2	-3	2
O=C(Cc1ccc(NC(=O)C2CCN(C(=O)C3CC3)CC2)cc1)Nc1cccc(C(=O)N2CCCCC2)c1	0.2	-6	/	-4	-8	-4	/	-9
CCC(=O)c1ccc(OCC(=O)Nc2cccc(S(=O)(=O)N3CCCCCC3)c2)cc1	21	10	1	0	-9	-1	-3	-2
Cc1ccc(OC(C)C(=O)N(Cc2cccs2)C2CCS(=O)(=O)C2)cc1C (stereo unspecified)	1.0	-1	5	1	-1	1	6	41*
COc1ccc(C(=O)NNC(=O)CSc2nc3c([nH]2)c(=O)n(C)c(=O)n3C)cc1	0.5	-29	-3	-1	2	17	3	12
O=C(COC(=O)CC(c1ccccc1)c1ccccc1)NCc1ccc(Cl)cc1	1.1	4	/	-17	10	-4	/	12
CC(=O)N1CCCc2cc(S(=O)(=O)N3CCCC(C(=O)Nc4ccc(C)cc4C)C3)ccc21 (stereo unspecified)	0.0	-11	1	2	-7	-7	0	24
CCN(C[C@H]1N[C@@](CC)(C(=O)OC)[C@H]2C(=O)N(C)C(=O)[C@@H]12)S(=O)(=O)c1ccc(C(F)(F)F)cc1	-2.0	8	10	1	-5	-8	-9	14
CCOC(=O)[C@@H]1[C@H]2COc3cc(OC)ccc3[C@@H]2N2C(=O)N(c3cccc(F)c3)C(=O)[C@]12C	0.2	7	-11	-3	-7	-4	-10	5
CN(CCc1ccccn1)C(=O)c1nn2c(C(F)(F)F)cc(-c3ccco3)nc2c1Cl	-0.2	-3	-6	4	-13	3	13	-25
N#CCCCN1C(=O)C(=C(C#N)C#N)c2ccccc21	4.4	26	2	1	-2	-1	-1	8
COc1cc(/C=C/C(=O)OCC(=O)c2ccc(S(=O)(=O)N3CCCCC3)cc2)cc(OC)c1OC	-1.0	-26	-3	3	7	2	6	-17
O=C(CN(CC1CCCO1)C(=O)CNS(=O)(=O)c1ccc(F)cc1)NCc1ccccc1 (stereo unspecified)	0.7	-3	-8	1	-4	-2	0	10
O=C(Nc1cccc(NC(=O)c2cccs2)c1)c1ccco1	1.3	14	-9	3	-7	-1	3	15
CCOc1ccc2nc(NC(=O)CN3CCN(C)CC3)sc2c1	1.0	-22	-4	-3	0	-1	6	14

Carrying on:
SMILES	MPTP block	PfG6PD inh	SENP6 inh	GRIN3A LBD mod	ATG4B inh	HKDC1 inhibitor	SENP7 block	SENP8 inh
CCOC(=O)C1=C(C)NC2=C(C(=O)CC(C)(C)C2)C1c1cccc(C)n1 (stereo unspecified)	-0.4	-8	6	-1	-7	-4	-1	-270
O=C(Cn1ncc(Cl)c(Cl)c1=O)N1CCc2ccccc21	6.5	-6	/	-2	1	2	/	16
COc1ccc(-c2nc3ccccn3c2C=O)cc1	0.0	1	62*	-7	7	9	55*	-8
CC(Sc1nnc(COc2ccc(Cl)cc2)n1-c1ccccc1)C(=O)O (stereo unspecified)	-0.2	-36	-15	-7	8	-2	3	14
N#CC1=C(N)Oc2c(ccc3ccccc23)C1c1cccs1 (stereo unspecified)	/	-3	-3	2	-7	10	7	/
COc1ccc2c(c1)cc(C)c1nnc(SCC(=O)N3CCN(C(=O)c4ccco4)CC3)n12	/	21	-4	0	1	12	-6	/
Cc1ccc(S(=O)(=O)NCCC(=O)OCC(=O)N(C)c2ccccc2)cc1	-0.4	-7	-16	1	4	-4	2	1
O=C1Nc2ccc(Br)cc2/C1=N/N=C/C1=C(N2CCOCC2)C(=C\c2ccccc2)/CC1	19	11	2	-5	-9	8	-8	14
O=C(N/N=C/c1cc([N+](=O)[O-])ccc1O)c1c[nH]c2ccccc12	5.0	-12	-8	27*	3	-12	22	-29
Cc1cc(N2CCC(C(=O)Nc3ccc(F)cc3)CC2)nc(-c2ccccc2)n1	21	29	3	3	-10	-1	2	11
COc1cc(C2NC(=O)NC(c3ccccc3)=C2C(C)=O)c(Br)cc1OCC(N)=O (stereo unspecified)	0.6	-9	-2	1	3	-7	6	6
Cc1ccc(C(=O)N/C(=C/c2ccc(-c3cccc([N+](=O)[O-])c3)o2)C(=O)NCCCN(C)C)cc1	-0.7	30	-1	-1	-4	-6	-1	52*
CC[C@]1(C(=O)OC)[C@H]2C(=O)N(Cc3ccccc3)C(=O)[C@H]2[C@H]2CN=C(SCc3ccc(C#N)cc3)N21	6.8	17	/	3	-3	-2	-4	-4
CCCCS(=O)(=O)N1CCCC(C(=O)NCCc2ccccc2)C1 (stereo unspecified)	0.7	-6	-16	-2	-4	-4	-12	10
Cc1ccc(S(=O)(=O)N2CCOCC2)cc1C(=O)Nc1ccccc1N1CCOCC1	-2.3	-8	-7	3	5	-2	8	12
CC1Oc2ccccc2N(Cc2cccc(F)c2)C1=O (stereo unspecified)	0.2	1	-15	-1	4	-9	-4	4
O=C(Cn1nnc(-c2ccc(S(=O)(=O)N3CCCC3)cc2)n1)Nc1ccccc1-n1cccc1	4.0	-5	0	0	54*	-2	4	3
Cc1ccc(C)c2[nH]c(=O)c(CCNC(=O)c3cccs3)cc12	0.3	7	-4	2	-7	1	7	-58
O=C(COC(=O)c1cc(S(=O)(=O)N2CCOCC2)c(Cl)cc1Cl)NCc1ccco1	-0.5	11	-1	2	-2	-4	7	4
N#Cc1ccsc1NC(=O)C1CCN(C(=O)c2ccc(F)cc2)CC1	0.0	16	14	1	-1	3	4	-14
COc1ccccc1C1CCN(Cc2ccc3ccccc3c2)CC1	-0.6	14	13	1	2	-3	5	16
Cc1ccc(C23CC4CC(CC(CC(=O)NC(C)(C)CO)(C4)C2)C3)cc1	1.2	-11	-6	-1	0	5	9	6
Cc1cccc(C(=O)N2CCC(=O)N(C(COCc3cccc(C(F)(F)F)c3)Cc3ccccc3)CC2)c1 (stereo unspecified)	-0.6	20	-3	-1	-2	2	-6	13
CCOC(=O)c1c(NC(=O)c2nc3n(n2)C(C(F)F)CC(C)N3)sc2c1CCCC2 (stereo unspecified)	7.5	-10	-18	-3	-9	-8	0	-267
CC1CCCC(NC(=O)COC(=O)c2ccc3ccccc3n2)C1C (stereo unspecified)	2.0	8	0	3	0	-4	9	-4
